Screening data from PubChem BioAssay.
Vif imaging – inhibitors of HIV Vif; 340,000 compounds, 0.35% hits; AID 602346; inhibition, % at 7.49 µM; HEK293T cells, Vif self-association by quenched fluorescence, imaging, 24 h; in the data active means inhibition above about 50%, passing the limit was not always enough; further: some results filed as inactive read as strong as hits
CaV13 FRET inh – Disruptors of the CACNA1D IQ motif to Ca2+-dependent inactivation inhibitor domain association, primary screening, Förster resonance energy transfer in intact living …; HEK cells, CFP/YFP FRET ICDI-IQ, plate reader, 10 min; percent FRET-ratio fall versus neutral wells; inhibition, % at 12.3 µM; 340,000 compounds, 0.098% hits; AID 743397;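 active means mean replicate inhibition of at least 30% and at least 1% of replicates passing that level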;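 further: 0% = median of the neutral control wells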
MC4R barr agon – agonists of human melanocortin 4 receptor (MC4R) beta-arrestin; activation, % at 8.9 µM; AID 540308; P32245; 360,000 compounds, 0.98% hits; U2OS MC4R beta-arrestin complementation, luminescence; percent of melanotan II response, DMSO zero;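 active means activation above a per-plate cutoff, the mean activation of sample wells on that plate plus 3 SD, cut at about 8% in these data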
Target sequence (P32245 whole entry, looked up): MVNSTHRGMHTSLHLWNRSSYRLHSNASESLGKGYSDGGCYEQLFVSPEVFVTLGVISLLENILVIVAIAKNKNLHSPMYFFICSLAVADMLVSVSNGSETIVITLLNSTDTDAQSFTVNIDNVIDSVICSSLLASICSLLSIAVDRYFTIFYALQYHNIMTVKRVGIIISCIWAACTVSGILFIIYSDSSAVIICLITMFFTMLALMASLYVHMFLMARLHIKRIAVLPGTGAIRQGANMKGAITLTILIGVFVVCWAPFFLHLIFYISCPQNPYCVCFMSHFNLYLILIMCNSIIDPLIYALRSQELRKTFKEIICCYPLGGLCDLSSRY
m5-HT2A agonist – activates the mouse 5-HT2A serotonin receptor. CHO-K1 mHTR2A beta-arrestin complementation, luminescence; percent of 30 µM serotonin response. activation, % at 7.6 µM. 360,000 compounds, 0.66% hits;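 active means activation above a run cutoff, the mean activation of all tested compounds plus 3 SD, cut at about 14% in these data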;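 further: 0% = plate median of compound wells and 100% = 30 µM serotonin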
MC4R antagonist – antagonists of human melanocortin 4 receptor (MC4R) | MC4R-expressing cells, MTII-stimulated cAMP, LANCE TR-FRET | inhibition, % at 6.5 µM | 360,000 compounds, 0.48% hits;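 active means inhibition above its plate's cutoff, the mean of tested wells on that plate plus 3 SD, cut at about 29% in these data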;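 further: 0% = Melanotan II alone and 100% = Melanotan II plus saturating MCL0020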
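Material: U2OS-MC4R stable cell line | Reagent: Melanotan II challenge after compound preincubation | Doses: One concentration, 6.5 µM nominal | Incubation: 30-min compound preincubation, 1-h Melanotan II challenge, 1-h detection, room temperature | Signal: TR-FRET cAMP assay | Replicates: One well per compound, no replicates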
ABCB6 inh 2 – blocks the human ABCB6 transporter; K562-ABCB6 porphyrin accumulation, flow cytometry, 1 h; stronger effect = lower value; fluorescence ratio to DMSO, % at 10 µM; 360,000 compounds, 0.19% hits;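 active means fluorescence ratio to DMSO below 75%, the collection mean minus 3 SD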;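 further: signal is porphyrin accumulated inside mitochondria; 100% equals median channel fluorescence of DMSO control wells; lower ratio means ABCB6 inhibition with less porphyrin fluorescence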
PDI inh – blocks human protein disulfide isomerase activity; PDI insulin aggregation turbidity, A650, 90 min; inhibition, % at 10 µM; 350,000 compounds, 0.052% hits;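 active means mean inhibition across replicates of 30% or more, whatever share of single replicates reach that level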;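 further: absorbance from insulin aggregation driven by PDI reduction with DTT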
Target sequence (P07237 whole entry, looked up): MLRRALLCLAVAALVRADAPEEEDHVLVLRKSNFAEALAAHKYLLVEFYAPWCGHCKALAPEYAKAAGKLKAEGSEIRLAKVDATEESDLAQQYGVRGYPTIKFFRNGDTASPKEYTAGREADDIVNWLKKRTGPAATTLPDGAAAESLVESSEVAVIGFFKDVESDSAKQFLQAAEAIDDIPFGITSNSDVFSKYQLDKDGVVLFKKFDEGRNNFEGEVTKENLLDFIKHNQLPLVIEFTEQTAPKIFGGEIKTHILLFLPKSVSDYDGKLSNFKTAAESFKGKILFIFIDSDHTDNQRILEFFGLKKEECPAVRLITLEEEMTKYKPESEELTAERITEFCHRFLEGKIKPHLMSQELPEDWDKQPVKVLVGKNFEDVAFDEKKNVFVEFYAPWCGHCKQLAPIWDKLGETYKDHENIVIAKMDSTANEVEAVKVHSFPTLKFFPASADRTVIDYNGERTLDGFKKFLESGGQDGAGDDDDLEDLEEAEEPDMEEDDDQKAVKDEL
Glyco luc inh – blocks N-linked glycosylation in D54 reporter cells | D54 ERlucT glycosylation luciferase reporter, 24 h; percent of 100 nM tunicamycin response | reporter increase, % at 12.5 µM | 360,000 compounds, 0.23% hits | AID 588692;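 active means mean luciferase reporter signal, scaled so untreated is 0 and the glycosylation-blocking control 100, at or above a set limit in every replicate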;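 further: luciferase carries N-glycosylation sites so blocking glycosylation raises the light; 0% = median of neutral control wells and 100% = median of 100 nM tunicamycin wells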
H9c2 protect – protects H9c2 cardiomyocytes from peroxide injury. H2O2 injury protection, ATPLite, 2 h. protection from H2O2 cell death, % at 20 µM. 360,000 compounds, 0.63% hits. AID 588492;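 active means compounds giving at least 50% protection of heart cells from peroxide-induced death in the single-dose screen, raw or plate-pattern-corrected value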;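 further: 0% = DMSO wells with peroxide and 100% = DMSO wells without peroxide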
aDG glyco up – increases alpha dystroglycan glycosylation. Pro5-aDG cells, alpha-DG glycosylation AlphaScreen (IIH6); 0% Pro5, 100% B10-LARGE cell signal. activation, % at 10 µM. 360,000 compounds, 0.22% hits;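 active means activation of at least 8% versus controls, or a plate z-score of at least 8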;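 further: Pro5 are CHO cells carrying HIG-tagged alpha-DG that lacks glycosylation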
* = called active by the depositor; i = inactive; / = not tested or not shown.

cpd	Compound	Vif imaging	CaV13 FRET inh	MC4R barr agon	m5-HT2A agonist	MC4R antagonist
1	COc1ccc(CN(Cc2cc3cc(C)ccc3[nH]c2=O)C(=O)N(C)C)cc1	/	-5	-0.6	-2	0
2	O=C(CN1CCN(C(=O)c2ccco2)CC1)Nc1ccc2c(c1)OCO2	5	/	0.0	4	1
3	C[C@H](CO)N1C[C@H](C)[C@@H](CN(C)S(=O)(=O)c2ccccc2)Oc2ccc(NC(=O)Nc3ccc4c(c3)OCO4)cc2C1=O	11	-5	-1.3	-6	7
4	Cc1cc(C(=O)COC(=O)c2ccncc2)c(C)n1Cc1ccco1	2	-3	0.3	5	1
5	O=C(NO)c1cc(OCC(F)(F)F)ccc1OCC(F)(F)F	0	-6	-0.3	-3	-2
6	O=C(CN(C(=O)CSc1nnc(COc2ccccc2)o1)c1ccc(F)cc1)NC1CCCCC1	-6	-9	3.1	4	-2
7	COc1cc2cccc(OC)c(=O)c2c(OC)c1OC	14	/	2.5	5	-4
8	Cc1cc(OC(C)C(=O)NCC2CCCO2)cc(C)c1Cl (stereo not drawn)	1	/	0.8	15*	-2
9	Cc1c(C(=O)N(Cc2cccs2)C2CCS(=O)(=O)C2)oc2ccccc12 (stereo not drawn)	-3	-3	-2.5	-4	-1
10	CCOCCCN(C)C1CCN(C(=O)c2oc3ccccc3c2NC(=O)c2cccc([N+](=O)[O-])c2)CC1	-2	-5	-2.1	-10	1
11	COc1ccc(CC(=O)Nc2cccc(-c3nnc(-c4ccco4)o3)c2)cc1	-32	/	-2.5	-5	6
12	CC1=C(C)CC(C(=O)NNC(=O)c2ccccc2O)C(C(=O)O)C1 (stereo not drawn)	-4	0	-0.4	-1	7
13	CCOc1ccc(C(=O)NCC(=O)NNC(=O)CN(C)S(=O)(=O)c2ccc(Cl)cc2)cc1	-4	-6	-4.0	7	3
14	CCOC(=O)CCC(=O)Nc1ccc([N+](=O)[O-])cc1C	-1	-4	-0.5	1	8
15	COc1cccc(C(=O)NCc2ccco2)c1OC	0	-4	1.6	1	13

cpd	ABCB6 inh 2	PDI inh	Glyco luc inh	H9c2 protect	aDG glyco up
1	99	-1	0	7	3.5
2	106	2	4	-4	0.4
3	95	-1	-2	0	-0.2
4	88	2	0	-18	0.1
5	87	-1	3	-1	-0.1
6	95	2	-6	-5	0.0
7	95	/	1	-3	4.4
8	91	2	2	-1	0.2
9	90	-10	3	7	-0.1
10	97	1	-3	9	0.0
11	87	0	0	-8	0.2
12	103	-6	-5	19	0.0
13	98	-7	0	1	0.0
14	704	9	1	-2	-0.4
15	98	-3	1	5	-0.1

The list goes on (two carried over from the part before).
cpd	Compound	Vif imaging	CaV13 FRET inh	MC4R barr agon	m5-HT2A agonist	MC4R antagonist
14	CCOC(=O)CCC(=O)Nc1ccc([N+](=O)[O-])cc1C	-1	-4	-0.5	1	8
15	COc1cccc(C(=O)NCc2ccco2)c1OC	0	-4	1.6	1	13
16	CCOC(=O)/C(C#N)=C/c1c(OCC)n(CC)c2ccccc12	3	/	0.9	0	0
17	O=C(O)c1csc(-c2cccc(Cl)c2)n1	5	-6	-0.8	8	0
18	O=c1c(/C=N/Nc2ccccc2)c(Sc2nnnn2-c2ccccc2)nc2ccccn12	i	-7	-2.3	-7	-1
19	CC(=O)Cc1nsc(Nc2ccccc2)n1	2	-3	3.2	-1	11
20	CCOC(=O)c1cccc(NC(=O)C2CCCO2)c1 (stereo not drawn)	-15	/	-0.9	-1	9
21	O=C(CN1CCN(c2ncccn2)CC1)NCc1ccccc1	-2	/	-0.1	0	-2
22	Cc1ccc(-c2nnc(NCc3nc4ccccc4[nH]3)c3ccccc23)cc1S(=O)(=O)N(C)C	-14	-5	-1.6	7	3
23	CCN(CC)S(=O)(=O)c1ccc(N/N=C/c2ccc(O)cc2O)nc1	1	-5	-2.6	-3	-25
24	COC(=O)CN1C(=O)N/C(=C/c2ccccc2OC)C1=O	-1	-4	-1.5	4	-9
25	COc1cc(-n2cnnn2)ccc1S(=O)(=O)N1CCOCC1	2	-5	1.2	-1	-3
26	Cc1cccc2sc(NC(=O)C3c4ccccc4Oc4ccccc43)nc12	4	-8	5.0	0	-5
27	COCCSc1nc(N)c(NC(=O)c2ccc(OC)cc2)c(=O)[nH]1	-7	8	-2.5	-2	5
28	CCOC(=O)c1cc(NC(=O)c2cccnc2)ccc1N1CCOCC1	0	-7	-0.1	2	1
29	CCN(CC(=O)NC1CCCC1)S(=O)(=O)c1ccc(Br)cc1	-7	/	-2.4	1	-4
30	COc1ccc(-n2nc3c(c2NC(=O)CCCCl)CSC3)cc1	-6	-3	-3.3	5	1

cpd	ABCB6 inh 2	PDI inh	Glyco luc inh	H9c2 protect	aDG glyco up
14	704	9	1	-2	-0.4
15	98	-3	1	5	-0.1
16	99	5	1	-6	0.3
17	106	3	2	-1	0.0
18	759	11	-4	0	-0.2
19	92	2	-1	-3	0.0
20	101	-1	0	7	0.2
21	102	6	0	8	-0.3
22	95	4	-1	41	-0.2
23	95	-3	-12	78*	0.7
24	100	-3	2	11	0.0
25	95	5	-1	-1	-0.4
26	99	7	-3	-5	-0.1
27	93	-1	3	1	-0.3
28	95	6	2	1	-0.2
29	102	-6	1	3	0.3
30	98	8	2	4	0.0

Later entries:
cpd	Compound	Vif imaging	CaV13 FRET inh	MC4R barr agon	m5-HT2A agonist	MC4R antagonist
31	CSCCC(NC(=O)OC(C)(C)C)C(=O)NC(CC(C)C)C(N)=O (stereo not drawn)	7	-5	-1.4	-5	-3
32	O=C(Nc1ccc(CSc2ccccc2)cc1)c1ccco1	-5	/	8.1	7	-1
33	Brc1ccc(-c2noc(C3CCCCC3)n2)cc1	0	-5	-1.4	4	-5
34	Cc1cc(C)cc(OCC(=O)NN2Cc3ccccc3C2=N)c1	-5	-2	-0.6	5	6
35	CCCOP(=O)(OCCC)C(Nc1ccc(C(C)C)cc1)c1ccc([N+](=O)[O-])cc1 (stereo not drawn)	0	-5	-0.5	-7	22
36	CCc1ccc(NC(=O)C(=O)NCCN2CCN(S(C)(=O)=O)CC2)cc1	7	2	-1.8	-2	0
37	Cc1ccc(/C=C/C(=O)OCC(=O)c2ccc3c(c2)NC(=O)CO3)o1	-3	-9	-1.6	2	8
38	COc1ccc(C)cc1N(CC(=O)O)S(=O)(=O)c1ccc(C)cc1	26	-4	-0.1	2	3
39	O=[N+]([O-])c1cccc(N=NN(CCO)c2cccc([N+](=O)[O-])c2)c1	2	/	3.2	-3	-1
40	COCCCN1C(=O)C(=O)/C(=C(/O)c2ccc(OC)cc2C)C1c1cccnc1 (stereo not drawn)	-6	-4	-0.1	3	-1
41	CCC(C)(C)NC(=O)CN(Cc1ccc(OC)cc1)C(=O)CCC(=O)Nc1nccs1	11	-7	0.1	8	7
42	COCc1nnc(NS(=O)(=O)c2ccc(NC(C)=O)cc2)s1	/	/	-1.3	2	8
43	c1ccc(CCn2nnnc2C(c2cccnc2)N2CCOCC2)cc1 (stereo not drawn)	3	-11	-1.9	0	10
44	CCOC(=O)c1cc(NC(=O)CN2CCCC2)cc(C(=O)OCC)c1	-9	-5	0.8	0	5
45	COc1cc(NS(=O)(=O)c2ccc(NC(=S)Nc3ccccc3)cc2)nc(OC)n1	7	-3	0.1	6	2

cpd	ABCB6 inh 2	PDI inh	Glyco luc inh	H9c2 protect	aDG glyco up
31	85	0	0	-6	0.1
32	101	1	-9	-3	0.0
33	101	10	-1	-12	-0.2
34	98	16	3	12	-0.1
35	92	6	-2	-8	0.3
36	99	4	0	2	0.3
37	98	-7	0	-3	-0.1
38	100	19	0	10	-0.2
39	94	-6	-3	18	0.0
40	98	-5	0	-2	-0.2
41	97	-1	0	4	0.0
42	89	-2	-1	4	0.0
43	98	0	-1	6	-0.3
44	99	5	0	4	0.0
45	95	3	2	2	-0.1

In the list so far, 3 have two or more sulfur atoms.
cpd	Compound	Vif imaging	CaV13 FRET inh	MC4R barr agon	m5-HT2A agonist	MC4R antagonist
9	Cc1c(C(=O)N(Cc2cccs2)C2CCS(=O)(=O)C2)oc2ccccc12 (stereo not drawn)	-3	-3	-2.5	-4	-1
42	COCc1nnc(NS(=O)(=O)c2ccc(NC(C)=O)cc2)s1	/	/	-1.3	2	8
45	COc1cc(NS(=O)(=O)c2ccc(NC(=S)Nc3ccccc3)cc2)nc(OC)n1	7	-3	0.1	6	2

cpd	ABCB6 inh 2	PDI inh	Glyco luc inh	H9c2 protect	aDG glyco up
9	90	-10	3	7	-0.1
42	89	-2	-1	4	0.0
45	95	3	2	2	-0.1

(listing goes on)
cpd	Compound	Vif imaging	CaV13 FRET inh	MC4R barr agon	m5-HT2A agonist	MC4R antagonist
46	Cc1ccc2ncnc(Nc3cccc([N+](=O)[O-])c3)c2c1	-9	-21	0.3	2	18
47	CCOc1ccc(C(NC(=O)c2ccco2)c2ccc(OC)c(OC)c2)cc1 (stereo not drawn)	4	-5	-1.0	-4	13
48	CCCNC(=O)c1cc(C2CCCCN2C(=O)c2cccs2)on1 (stereo not drawn)	-4	-5	-3.3	-2	14
49	CCN1CCCC1CN(Cc1cc2c(C)cc(C)cc2[nH]c1=O)C(=O)NC1CCCCC1 (stereo not drawn)	-5	-5	-1.0	1	-3
50	O=c1[nH]cc(N2CCCCCC2)c(=O)[nH]1	-2	-3	2.1	4	8
51	O=C(NCCCn1ccnc1)/C(=C/c1cccs1)NC(=O)c1ccco1	10	-4	-2.8	3	-1
52	O=C(COc1ccccc1Cl)N1CCN(c2ccc([N+](=O)[O-])c(N3CCCCC3)c2)CC1	/	-7	0.3	0	5
53	Cc1ccc(NC(=O)/C=C/c2ccc3c(c2)OCO3)cc1S(=O)(=O)N1CCOCC1	-3	-2	-1.0	6	7
54	COc1cc(/C=C\C(=O)OCn2nnc3ccccc3c2=O)cc(OC)c1OC	10	-9	-1.2	-3	6
55	CCC(C(=O)N1CCc2cc(OC)c(OC)cc2C1)c1ccccc1 (stereo not drawn)	-16	-6	0.4	1	2
56	O=C(Nc1cccc(Oc2ccccc2)c1)C1Cc2c(-c3cccc(F)c3)ccnc2O1 (stereo not drawn)	-1	-10	0.2	2	0

cpd	ABCB6 inh 2	PDI inh	Glyco luc inh	H9c2 protect	aDG glyco up
46	99	-4	-9	-2	0.5
47	104	-7	-1	4	0.4
48	100	-1	0	1	-0.1
49	106	23	5	15	0.1
50	101	1	-2	3	-0.2
51	85	2	2	8	-0.3
52	97	8	-5	-4	0.0
53	97	0	-1	3	0.2
54	95	/	1	37	-0.1
55	102	0	-1	-3	-0.1
56	97	2	-1	-1	-0.1
